BRCA1 expr act = qHTS Assay to Identify Small Molecule Activators of BRCA1 Expression; MCF7-BRCA1-FFLuc reporter, luminescence, 48 h; response scale: scaled: vehicle 0%, 10 µM genistein 100%; Potency, µM (series often up to 46.1 µM), without a hit: top-dose activation, most hits filed as activators; 380,000 tested, 1.1% active; AID 624202, 2012; further: potency means the concentration at half of the fitted maximal effect; nearly all actives have a fitted effect of over 80% in size; some results filed as inactive show a strong effect at the top dose
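Reporter cells (MCF7, BRCA1 promoter-firefly luciferase) received library compounds across a concentration series for 48 h. End-point luminescence was measured and concentration-effect curves derived after normalization.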
p53 reactivation = qHTS assay for re-activators of p53 using a Luc reporter | Potency, µM (top dose mostly 92.2 µM), for the others: top-dose activity change, positive = activation, actives largely listed as activators | 320,000 tested, 0.063% active | H1299 p53-A138V BP100-luciferase reporter, luminescence, 24 h; further: potency means the concentration at half of the fitted maximal effect; % of control where 0% means no effect; nearly all actives have a fitted effect of over 45% in size
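H1299 (p53-null), stable ts p53-A138V + BP100-Luc; 1000 cells/well, Opti-MEM/10% FBS; cpd 4 pt, 1:5; 24 h, 37 deg C, 5% CO2; detection reagent 10 min RT; luminescence.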
Rab9 prom act = qHTS Assay for Rab9 Promoter Activators. Huh7 Rab9 promoter-luciferase reporter, luminescence, 24 h. Potency, µM (series often up to 9.22 µM), inactives show at the top dose activation, negative = inhibition, actives largely listed as activators. 320,000 tested, 2.8% active. AID 485297, 2010; further: potency means the concentration at half of the fitted maximal effect; % of control where 0% means no effect; nearly all actives have a fitted effect of over 60% in size
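Using Huh7 cells stably transfected with Rab9 promoter–luciferase, compounds were incubated 24 h at 37 °C, 5% CO2; luciferase luminescence was read 10 min after reagent addition.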
ELG1 DNA repair = qHTS screen for small molecules that inhibit ELG1-dependent DNA repair in human embryonic kidney (HEK293T) cells expressing luciferase-tagged ELG1. HEK293T ELG1-luciferase reporter, luminescence, 16 h; DNA damage induced by 5-fluorouridine. Potency, µM (top dose mostly 46.1 µM), for inactives: at the highest dose activity change, negative = inhibition, most hits filed as inhibitors. 330,000 tested, 2.3% active. AID 504467, 2011; further: potency means the concentration at half of the fitted maximal effect; on the % scale 0 is the no-effect control and ±100 the full control effect; nearly all actives have a fitted effect of over 55% in size
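DMSO vehicle served as the neutral condition. Each well held 2,000 cells given 5-fluorouridine plus compound; after 16 hr at 37 °C/5% CO2, ONE-Glo was added and luciferase measured 30 min later.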
Tb PFK inh = qHTS Assay to Find Inhibitors of T. brucei phosphofructokinase | T. brucei PFK, ADP-Glo luminescence | ATP-dependent 6-phosphofructokinase (Trypanosoma brucei brucei), O15648 | 330,000 tested, 0.17% active | Potency, µM (top dose mostly 57.5 µM), for inactives: at the highest dose activity, negative = inhibition, hits mostly inhibitors;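 further: potency means the concentration at half of the fitted maximal effect; 0% = uninhibited 1x PFK enzyme wells and -100% = no-enzyme wells; nearly all actives have a fitted effect of over 60% in size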
Target sequence (O15648 whole entry, looked up): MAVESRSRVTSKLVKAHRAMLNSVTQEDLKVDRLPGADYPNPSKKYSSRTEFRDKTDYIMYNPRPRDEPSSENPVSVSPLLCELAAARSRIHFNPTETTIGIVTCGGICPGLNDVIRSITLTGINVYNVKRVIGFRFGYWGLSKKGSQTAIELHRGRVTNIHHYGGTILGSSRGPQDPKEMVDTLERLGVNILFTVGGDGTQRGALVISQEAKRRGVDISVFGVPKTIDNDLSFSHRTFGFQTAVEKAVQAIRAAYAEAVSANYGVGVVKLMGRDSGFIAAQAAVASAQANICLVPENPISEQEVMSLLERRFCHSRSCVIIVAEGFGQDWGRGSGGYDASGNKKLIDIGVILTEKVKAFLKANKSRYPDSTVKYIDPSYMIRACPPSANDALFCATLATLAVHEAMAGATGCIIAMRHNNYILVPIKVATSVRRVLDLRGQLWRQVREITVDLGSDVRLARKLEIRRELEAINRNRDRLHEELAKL
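Compounds were pin-transferred as a titration series up to 57 uM into substrate buffer (0.5 mM F6P, 0.1 mM ATP, pH 8.0), then 1.25 nM PFK was added and reactions ran 45 min before ADP-Glo detection.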
RORgamma inh = qHTS for inhibitors of ROR gamma transcriptional activity. Potency, µM (titrated, usually from 53.6 µM), inactives show at the highest dose activity change, negative = inhibition, hits mostly inhibitors. Drosophila S2 Gal4-RORgamma UAS-luciferase reporter, 20 h. 310,000 tested, 5.4% active; further: potency means the concentration at half of the fitted maximal effect; on the % scale 0 is the no-effect control and ±100 the full control effect; nearly all actives have a fitted effect of over 60% in size
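Stably transfected Drosophila Schneider cells are the test system, with ROR gamma fused to Gal4 and luciferase under UAS control; luminescence is read after 20 hr of 700 uM copper sulfate induction at ambient temperature.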
VP16 counter = VP16 counterscreen qHTS for inhibitors of ROR gamma transcriptional activity. Drosophila S2 Gal4-VP16 UAS-luciferase, luminescence, 20 h. Potency, µM (doses to about 53.6 µM), without a hit: at the top dose activity, negative = inhibition, hits mostly inhibitors. 310,000 tested, 3.5% active. AID 2546, 2010;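 further: Gal4-VP16 expression switched on by copper sulfate through the metallothionein promoter; potency means the concentration at half of the fitted maximal effect; on the % scale 0 is the no-effect control and ±100 the full control effect; nearly all actives have a fitted effect of over 50% in size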
FLuc modulator = qHTS profiling assay for firefly luciferase inhibitor/activator using purifed enzyme and Km concentrations of substrates (counterscreen for miR-21 project) | purified FLuc, Km substrates, luminescence inhibition | 360,000 tested, 6.9% active | Potency, µM (series often up to 57.5 µM), for the others: at the highest dose activity change, negative = inhibition, hits mostly inhibitors | AID 588342, 2011 | Luciferin 4-monooxygenase (Photinus pyralis), P08659;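 further: potency means the concentration at half of the fitted maximal effect; plate controls were vehicle for no effect and reference inhibitor for full effect; nearly all actives have a fitted effect of over 55% in size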
Target sequence (P08659 whole entry, looked up): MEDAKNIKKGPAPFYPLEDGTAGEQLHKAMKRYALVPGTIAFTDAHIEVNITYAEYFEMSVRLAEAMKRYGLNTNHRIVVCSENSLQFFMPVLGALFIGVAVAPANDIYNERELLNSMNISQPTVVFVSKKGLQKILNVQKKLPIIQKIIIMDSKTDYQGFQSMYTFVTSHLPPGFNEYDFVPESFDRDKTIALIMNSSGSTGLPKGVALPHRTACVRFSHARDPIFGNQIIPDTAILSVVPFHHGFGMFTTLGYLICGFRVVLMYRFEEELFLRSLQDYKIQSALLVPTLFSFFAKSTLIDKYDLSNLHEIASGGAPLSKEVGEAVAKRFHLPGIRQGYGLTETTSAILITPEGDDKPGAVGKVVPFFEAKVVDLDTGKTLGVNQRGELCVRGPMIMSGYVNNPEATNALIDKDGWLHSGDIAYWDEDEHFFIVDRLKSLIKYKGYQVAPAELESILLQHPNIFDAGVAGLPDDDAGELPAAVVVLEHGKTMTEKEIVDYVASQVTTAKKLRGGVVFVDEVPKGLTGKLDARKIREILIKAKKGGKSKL
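Purified P. pyralis luciferase (10nM final) with 10uM D-luciferin and 10uM ATP (Km levels) in 50mM Tris acetate pH 7.5, 10mM Mg acetate, 0.01% Tween-20, 0.05% BSA; qHTS 6-point titration, ~60 µM downward; luminescence read.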
NPC1 prom act = qHTS Assay for NPC1 Promoter Activators | Huh7 NPC1 promoter luciferase reporter, 24 h | Potency, µM (top dose mostly 9.22 µM), for inactives: at the highest dose activation, most hits filed as activators | 320,000 tested, 2.4% active | AID 485313, 2010;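 further: potency means the concentration at half of the fitted maximal effect; % of control where 0% means no effect; nearly all actives have a fitted effect of over 60% in size; reporter is driven by a mutant NPC1 promoter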
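In 1536-well qHTS, Huh7 cells harboring an NPC1 promoter–luciferase construct received compound for 24 h; activation was quantified by luminescence following luciferase reagent addition.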
ELG1 genotox = qHTS screen for small molecules that induce genotoxicity in human embryonic kidney (HEK293T) cells expressing luciferase-tagged ELG1; Potency, µM (titrated, usually from 46 µM), without a hit: at the top dose activity change, positive = activation, usual class: activators; HEK293T ELG1-luciferase reporter, luminescence, 16 h; 330,000 tested, 1.3% active; further: potency means the concentration at half of the fitted maximal effect; % of control where 0% means no effect; nearly all actives have a fitted effect of over 60% in size
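Step 1: seed 2,000 HEK293T ELG1-luciferase cells per well. Step 2: add compound or DMSO, incubate 16 hr at 37 °C. Step 3: ONE-Glo, 30 min at room temperature, read luminescence.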
TRPV1 ag = HTS Assay for Compounds that Act as Agonists of the Vanilloid Receptor 1. TRPV1-expressing cells, Fluo-8 calcium influx, agonist mode. activation, % at 8.33 µM. 320,000 tested, 0.19% active. AID 540275, 2011; in the data active means activation above about 80%; inconclusive means between about 30% and that limit; further: 0% is about no effect
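Fluo-8 calcium influx in TRPV1-expressing cells, kinetic read (ex 480/em 520 nm). Compound added and read 3 min for agonist activity, followed by capsaicin at EC20 final and 2 min further read for enhancement.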
The depositor's hits bear a star; [ ] = another dose, or the depositor's remark. Unless noted, the call rests on the fitted dose curve; in most records, active means well fitted curve in the direction sought with a large enough effect; inconclusive means small, poorly fitted or top-dose-only effect, or another doubt; inactive means no such curve, though single readings can be large; an effect the other way counts as inactive or inconclusive.

CC(C)C(C(=O)NCC1CCCO1)N(C(=O)CNS(=O)(=O)c1ccc(F)cc1)C1CCCCC1 (centres undefined) was read as BRCA1 expr act -14%, p53 reactivation -1%, Rab9 prom act -1%, ELG1 DNA repair inconclusive, Tb PFK inh -18%, RORgamma inh 1%, VP16 counter 4%, FLuc modulator -1%, NPC1 prom act 0%, ELG1 genotox -2% and TRPV1 ag -5.
`CCOC(=O)C1=C(N)Oc2cc(C)oc(=O)c2C1c1cccnc1` (centres undefined) gave BRCA1 expr act 0%, p53 reactivation 12%, Rab9 prom act -7%, ELG1 DNA repair 18%, Tb PFK inh 2%, RORgamma inh -9%, VP16 counter 0%, FLuc modulator 0%, NPC1 prom act -2%, ELG1 genotox 2% and TRPV1 ag -1.
Screening CC(C)[C@H](Nc1ccc(C(F)(F)F)cc1[N+](=O)[O-])C(=O)O returned BRCA1 expr act 17%, p53 reactivation -4%, Rab9 prom act 3%, ELG1 DNA repair 5%, Tb PFK inh 1%, RORgamma inh 40%, VP16 counter 0%, FLuc modulator 1%, NPC1 prom act -1%, ELG1 genotox -2% and TRPV1 ag 1.
CN1CCN(C(=O)c2ccccc2NC(=O)c2cccs2)CC1 was read as BRCA1 expr act -4%, p53 reactivation -2%, Rab9 prom act 3%, ELG1 DNA repair 10%, Tb PFK inh -5%, RORgamma inh 0%, VP16 counter 17%, FLuc modulator 0%, NPC1 prom act 2%, ELG1 genotox 1% and TRPV1 ag -1.
For NC(N)=Nc1cc2ccccc2c2ccccc12 the results were p53 reactivation 13%, Rab9 prom act -8%, ELG1 DNA repair inconclusive, Tb PFK inh -4%, RORgamma inh -38%, VP16 counter -13%, FLuc modulator -3%, NPC1 prom act -5%, ELG1 genotox 0% and TRPV1 ag -2.
For O=C1COc2ccc(C(=O)c3ccccc3C(=O)NCc3ccccc3)cc2N1 the results were BRCA1 expr act 0%, p53 reactivation 0%, Rab9 prom act -3%, ELG1 DNA repair inconclusive, Tb PFK inh -2%, RORgamma inh 22%, VP16 counter 2%, FLuc modulator 1%, NPC1 prom act -1%, ELG1 genotox 5% and TRPV1 ag -1.
For CC(=O)N1c2ccc(S(=O)(=O)N3CCCCC3)cc2CC1C(=O)Nc1ccccc1C(F)(F)F (centres undefined) the results were BRCA1 expr act -3%, p53 reactivation 7%, Rab9 prom act 9%, ELG1 DNA repair 3%, Tb PFK inh 10%, RORgamma inh 13%, VP16 counter -2%, FLuc modulator 2%, NPC1 prom act -1%, ELG1 genotox 0% and TRPV1 ag 2.
For CN(Cc1ccccc1)C(=O)c1nc[nH]c1C(=O)N(C)Cc1ccccc1 the results were BRCA1 expr act -6%, p53 reactivation -8%, Rab9 prom act -2%, ELG1 DNA repair 18%, Tb PFK inh 1%, FLuc modulator -2%, NPC1 prom act -2%, ELG1 genotox 0% and TRPV1 ag 2.
Screening COc1ccc(-c2noc(CNC(=O)c3ccc4c(c3)OCO4)n2)cc1OC returned BRCA1 expr act -7%, p53 reactivation -1%, Rab9 prom act -3%, ELG1 DNA repair -7%, Tb PFK inh 0%, RORgamma inh 0%, VP16 counter 11%, FLuc modulator 5%, NPC1 prom act -2%, ELG1 genotox 3% and TRPV1 ag -1.
For COc1ccc(-n2nc([N+](=O)[O-])c(=NCc3cccnc3)n2O)cc1 the results were BRCA1 expr act 40%, p53 reactivation inconclusive, Rab9 prom act 2.8µM*, ELG1 DNA repair inconclusive, Tb PFK inh 2%, RORgamma inh 16%[10 µM], VP16 counter 11%, FLuc modulator inconclusive, NPC1 prom act 3.5µM*, ELG1 genotox inconclusive and TRPV1 ag -4.
For Cc1cc(Cl)ccc1OCC(=O)OCC(=O)NC1CCCC1 the results were BRCA1 expr act 12%, p53 reactivation -4%, Rab9 prom act 0%, ELG1 DNA repair inconclusive, Tb PFK inh 1%, FLuc modulator 2%, NPC1 prom act -5%, ELG1 genotox 2% and TRPV1 ag 13.
CCn1cc(C(=O)O)c(=O)c2cc(F)c(N3CCN(C(=S)NC(=O)c4c(OC)cccc4OC)CC3)cc21 was read as BRCA1 expr act -3%, p53 reactivation 5%, Rab9 prom act 0%, ELG1 DNA repair 0%, Tb PFK inh 2%, RORgamma inh 4%, VP16 counter -7%, FLuc modulator 0%, NPC1 prom act -1%, ELG1 genotox -5% and TRPV1 ag -1.
For COC(=O)CSc1ccc(C#N)c(SCC(=O)OC)c1 the results were BRCA1 expr act -17%, p53 reactivation -9%, Rab9 prom act 7%, ELG1 DNA repair 3%, Tb PFK inh 2%, RORgamma inh 7%, VP16 counter -12%, FLuc modulator -12%, NPC1 prom act 1%, ELG1 genotox -2% and TRPV1 ag 10.
Screening CCn1c(SCC(=O)Nc2nnc(C)s2)nnc1-c1ccco1 returned BRCA1 expr act -21%, p53 reactivation -4%, Rab9 prom act -4%, ELG1 DNA repair 10%, Tb PFK inh 0%, RORgamma inh 23%, VP16 counter -8%, FLuc modulator -1%, NPC1 prom act 3%, ELG1 genotox -1% and TRPV1 ag 2.
`NC(=O)[C@@H]1CCOc2c(I)cc([N+](=O)[O-])cc2C(=O)N[C@@H](CO)C(=O)NCC(=O)N1` gave BRCA1 expr act 7%, p53 reactivation 4%, Rab9 prom act 0%, ELG1 DNA repair 1%, Tb PFK inh 8%, RORgamma inh 3%, VP16 counter 16%, FLuc modulator -12%, NPC1 prom act 2%, ELG1 genotox 3% and TRPV1 ag -1.
`COc1ccc2cc3cc(C(=O)Nc4cc(OC)c(OC)c(OC)c4)oc3nc2c1` gave BRCA1 expr act -18%, p53 reactivation 4%, Rab9 prom act -8%, ELG1 DNA repair 16µM*, Tb PFK inh 0%, RORgamma inh -4%, VP16 counter -2%, FLuc modulator 2%, NPC1 prom act -1%, ELG1 genotox -14% and TRPV1 ag 0.
COCCOc1cc(COC)nc(-c2cccc(C)c2)n1 was read as BRCA1 expr act -2%, p53 reactivation -2%, Rab9 prom act 7%, ELG1 DNA repair -1%, Tb PFK inh 3%, RORgamma inh 2%, VP16 counter -5%, FLuc modulator -2%, NPC1 prom act -1%, ELG1 genotox -1% and TRPV1 ag 18.
For COc1cccc(N2CCN(C(=O)c3cccnc3)CC2)c1 the results were BRCA1 expr act -7%, p53 reactivation -3%, Rab9 prom act -1%, ELG1 DNA repair -18%, Tb PFK inh inconclusive, RORgamma inh 0%, VP16 counter -2%, FLuc modulator 5%, NPC1 prom act -4%, ELG1 genotox 0% and TRPV1 ag -4.
Screening CCOC(=O)c1ccc(CNC(=O)Cn2nnc(-c3ccccc3F)n2)o1 returned BRCA1 expr act -6%, p53 reactivation -6%, Rab9 prom act 3%, ELG1 DNA repair 3%, Tb PFK inh -2%, RORgamma inh 17%, VP16 counter 0%, FLuc modulator -5%, NPC1 prom act -2%, ELG1 genotox 3% and TRPV1 ag 13.
For Cc1ccccc1CNC(=O)c1ccccc1 the results were BRCA1 expr act 17%, p53 reactivation 1%, Rab9 prom act 20%, ELG1 DNA repair 0%, Tb PFK inh -4%, RORgamma inh -23%, VP16 counter 1%, FLuc modulator -3%, NPC1 prom act 7%, ELG1 genotox 0% and TRPV1 ag 1.

Of the compounds above, 2 have a CF3 group.
Screening CC(C)[C@H](Nc1ccc(C(F)(F)F)cc1[N+](=O)[O-])C(=O)O returned BRCA1 expr act 17%, p53 reactivation -4%, Rab9 prom act 3%, ELG1 DNA repair 5%, Tb PFK inh 1%, RORgamma inh 40%, VP16 counter 0%, FLuc modulator 1%, NPC1 prom act -1%, ELG1 genotox -2% and TRPV1 ag 1.
For CC(=O)N1c2ccc(S(=O)(=O)N3CCCCC3)cc2CC1C(=O)Nc1ccccc1C(F)(F)F (centres undefined) the results were BRCA1 expr act -3%, p53 reactivation 7%, Rab9 prom act 9%, ELG1 DNA repair 3%, Tb PFK inh 10%, RORgamma inh 13%, VP16 counter -2%, FLuc modulator 2%, NPC1 prom act -1%, ELG1 genotox 0% and TRPV1 ag 2.

Screening results: PubChem, National Center for Advancing Translational Sciences (NCATS)
